AMA1-RON2 inh: AMA1-RON2 (P. falciparum) interaction inhibition; AlphaScreen AMA1-biotinylated RON2 peptide binding; Potency, µM (titrated, usually from 58.2 µM), inactives show top-dose activity change, negative = inhibition, usual class: inhibitors; actives 0.2% (n = 360,000); AID 720542;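 also: potency is read from the fitted curve at half-maximal effect; 0% = vehicle wells and -100% = peptide control; nearly all actives have a fitted effect of over 45% in size; some results filed as inactive show a strong effect at the top dose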
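AMA1 (3D7) with his tag at 25 nM final met compounds first, then biotinylated RON2 peptide at 25 nM; detection used donor plus acceptor beads, 10 µg/mL apiece, read by AlphaScreen after 30 min at room temperature.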
HCV inhibitor: HCV inhibition; Huh7.5.1 HCVcc-Cre infection, luciferase reporter, 44 h; Potency, µM (titrated, usually from 41.8 µM), for inactives: top-dose activity change, negative = inhibition, usual class: inhibitors; actives 3.4% (n = 340,000); AID 651820; also: potency is read from the fitted curve at half-maximal effect
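Cells (1,000/well) were plated 4 h before compound, then infected with HCVcc-Cre virus (~0.5 moi). After 44 h further culture, infection was read as luciferase luminescence following a 15 min substrate incubation at room temperature.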
LmPK inhibitor: LmPK (Leishmania mexicana) enzyme inhibition; actives 0.37% (n = 290,000); AID 1721; Q27686; Potency, µM (highest dose often 57.5 µM), without a hit: top-dose activity change, negative = inhibition, actives largely listed as inhibitors; purified LmPK, Kinase-Glo ATP luminescence, 1 h; also: potency is read from the fitted curve at half-maximal effect
Target sequence (Q27686 whole entry, looked up): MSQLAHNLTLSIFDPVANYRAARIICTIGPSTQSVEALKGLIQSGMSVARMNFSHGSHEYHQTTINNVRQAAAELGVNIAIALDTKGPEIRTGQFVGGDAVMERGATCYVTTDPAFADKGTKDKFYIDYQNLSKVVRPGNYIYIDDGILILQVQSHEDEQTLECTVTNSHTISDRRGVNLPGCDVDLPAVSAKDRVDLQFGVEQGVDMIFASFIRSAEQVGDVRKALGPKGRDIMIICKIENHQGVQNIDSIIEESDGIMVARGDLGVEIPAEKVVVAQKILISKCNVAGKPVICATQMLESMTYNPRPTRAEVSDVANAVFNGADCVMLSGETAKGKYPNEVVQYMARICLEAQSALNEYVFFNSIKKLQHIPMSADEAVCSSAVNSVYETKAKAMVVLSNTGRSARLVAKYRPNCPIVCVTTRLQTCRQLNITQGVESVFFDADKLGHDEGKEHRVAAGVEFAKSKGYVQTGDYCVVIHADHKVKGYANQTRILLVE
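Pyruvate kinase activity monitored as ATP production (luciferase luminescence). Conditions: 0.1 nM enzyme, 0.5 mM PEP, 0.1 mM ADP, 1 h, RT; normalized against uninhibited and no-enzyme wells.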
HCMV antiviral: inhibitors of human cytomegalovirus. HFF cells, HCMV-luciferase reporter, 72 h; active compounds read low. activity change, negative = inhibition, % at 57.5 µM. actives 4.5% (n = 410,000); in the data active = activity change below about -60%; inconclusive = no clear call, values can overlap the other calls; inactive = above about -39%
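Human foreskin fibroblasts infected with luciferase-reporter HCMV at MOI 1 PFU/cell, compounds at two doses. Luciferase measured 72 h post infection; normalized to buffer-only basal and Salinomycin (10uM) controls.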
Tb PYK inh: inhibitors of Trypanosoma brucei pyruvate kinase. TbPYK enzyme, Kinase-Glo Plus ATP luminescence, 45 min. Potency, µM (top dose mostly 76.8 µM), for the others: at the top dose activity, negative = inhibition, actives largely listed as inhibitors. actives 0.12% (n = 410,000); also: potency is read from the fitted curve at half-maximal effect; nearly all actives have a fitted effect of over 50% in size
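TbPYK + substrate in 50 mM TEA pH 7.2, 100 mM KCl, 10 mM MgCl2, 0.05% BSA, 0.01% Tween-20; cpd pinned; ADP 130 uM final; 45 min RT; Kinase-Glo Plus 10 min; luminescence endpoint.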
AmpC detergent: inhibitors of E. coli AmpC beta-lactamase with detergent; P00811; AmpC hydrolysis of nitrocefin, absorbance 480 nm, 0.01% Triton; Potency, µM (top dose mostly 114 µM), for the others: at the top dose activity change, negative = inhibition, most hits filed as inhibitors; actives 0.041% (n = 370,000); AID 485294;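 also: potency is read from the fitted curve at half-maximal effect; 0% = no-compound wells and -100% = no-enzyme wells; nearly all actives have a fitted effect of over 25% in size; some results filed as inactive show a strong effect at the top dose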
Target sequence (P00811 whole entry, looked up): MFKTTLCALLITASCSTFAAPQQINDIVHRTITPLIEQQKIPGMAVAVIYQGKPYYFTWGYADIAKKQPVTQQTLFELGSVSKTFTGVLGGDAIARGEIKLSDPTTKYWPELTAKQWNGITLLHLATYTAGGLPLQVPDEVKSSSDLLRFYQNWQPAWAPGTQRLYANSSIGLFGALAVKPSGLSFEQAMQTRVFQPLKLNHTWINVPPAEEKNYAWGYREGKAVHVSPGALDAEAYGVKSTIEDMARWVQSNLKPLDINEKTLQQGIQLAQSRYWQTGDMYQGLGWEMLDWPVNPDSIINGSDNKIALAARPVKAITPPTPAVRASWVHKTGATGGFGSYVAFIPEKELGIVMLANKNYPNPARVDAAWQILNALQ
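AmpC (5.3 nM in the dispensed reagent) in 20 mM phosphate pH 7.0 with 0.01% (detergent screen) or 0.0001% Triton X-100 was preincubated with compounds for 15 min at room temperature. Nitrocefin was then added from an 800 uM solution, and hydrolysis was followed at 480 nm.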
AmpC inh no detg: inhibitors of E. coli AmpC beta-lactamase without detergent; P00811; AmpC nitrocefin hydrolysis, absorbance 480 nm, 0.0001% Triton; Potency, µM (highest dose often 57.1 µM), for inactives: at the top dose activity change, negative = inhibition, usual class: inhibitors; actives 0.52% (n = 330,000);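 also: potency is read from the fitted curve at half-maximal effect; plate controls were no compound for no effect and no enzyme for full effect; nearly all actives have a fitted effect of over 20% in size; some results filed as inactive show a strong effect at the top dose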
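AmpC (5.3 nM in the dispensed reagent) in 20 mM phosphate pH 7.0 with 0.01% (detergent screen) or 0.0001% Triton X-100 was preincubated with compounds for 15 min at room temperature. Nitrocefin was then added from an 800 uM solution, and hydrolysis was followed at 480 nm.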
* = called active by the depositor; ? = inconclusive; nt = not tested or not shown; [ ] = another dose, or the depositor's remark. Unless noted, calls follow the shape of the dose curve; as a rule, active = well fitted curve in the direction sought with a large enough effect; inconclusive = small, poorly fitted or top-dose-only effect, or another doubt; inactive = no such curve, though single readings can be large; an effect the other way counts as inactive or inconclusive. Unless noted, % is scaled to controls: 0 for no effect and ±100 for the full control effect. Not a hit list. About 7.5% of those tested had a hit in this group.

SMILES | AMA1-RON2 inh | HCV inhibitor | LmPK inhibitor | HCMV antiviral | Tb PYK inh | AmpC detergent | AmpC inh no detg
COc1ccc(-c2noc(C3CCCN(C(=O)c4cccc(C)c4)C3)n2)cc1 (stereo unspecified) | 6% | ? | -4% | -30 | -27% | -3% | 95%[activator]
C=CCNC(=O)/C(=C/c1cccc([N+](=O)[O-])c1)NC(=O)c1ccccc1 | -6% | 6% | 5% | -8 | -3% | ? | -9%[11.4 µM]
Cc1nc2nc(SCC(=O)NC(C)c3ccccc3)nn2c(C)c1Cc1c(F)cccc1Cl (stereo unspecified) | nt | nt | nt | -17 | -6% | ? | nt
O=C(Nc1ncc(Cc2ccccc2Cl)s1)c1ccc(-c2cccc([N+](=O)[O-])c2)o1 | 82%[activator] | 22µM* | 0% | -63* | -5% | -1% | -30%
CCOC(=O)C1(C(F)(F)F)N=C(C(F)(F)F)Nc2cc(C)c(C)cc21 (stereo unspecified) | -11% | 3% | 3% | -38 | -5% | -13% | -4%
O=C(CN1CCCCC1)N1CCN(c2ccccc2)CC1 | 24% | 23% | 2% | 17 | 1% | 3% | -7%
C/C(N)=C(/C#N)C(=O)CSc1nnc(NC(C)C)s1 | ? | 18% | -3% | 123 | -14% | -12% | -23%
O=c1c2ccccc2ncn1-c1ccccc1C(F)(F)F | -2% | 6% | -2% | ? | 8% | 5% | -3%
Fc1ccc2c(c1)C(c1cccnc1)=NNC(c1cccs1)=N2 | -9% | -2% | 4% | ? | -7% | ? | -40%
Cc1cccc(CCNC(=O)C2CCC(=O)N(Cc3ccccc3F)C2)n1 (stereo unspecified) | 11% | 17% | nt | 110 | 0% | nt | nt
Cn1c(CNC(=O)CNC(=O)Cc2ccccc2)cc(=O)n(C)c1=O | -7% | 18% | 7% | 3 | 2% | ? | -11%
Cc1c(C(=O)O)sc2nc(C)n(C)c(=O)c12 | -11% | ? | -3% | 1 | -1% | -4% | -10%
COC(=O)c1ccc(C2c3c(n[nH]c3C)C(=O)N2c2ccc(C)cc2)cc1 (stereo unspecified) | -5% | 9% | 2% | 11 | -4% | -1% | 18%
CCOC(=O)N/N=C/c1cc(OC)c(O)c(OC)c1 | -1% | 10% | 0% | -27 | -14% | ? | -18%
CCN(CC(=O)Nc1ccccc1C(F)(F)F)C(=O)c1oc2ccc(OC)cc2c1C | -10% | ? | nt | 9 | -4% | -5% | 46%
CCN(CC)S(=O)(=O)c1cccc(NC(=O)COC(=O)/C=C/c2ccco2)c1 | -12% | 14% | 4% | 53 | -5% | -10% | -26%
CC(=O)Oc1ccc(/C=C2/CCc3ccccc3C2=O)cc1 | 0% | -18% | 14µM* | 24 | ? | 6% | -31%
COCCCn1c(SCC(=O)Nc2ccc(NC(=O)c3ccco3)c(OC)c2)nc2ccccc2c1=O | -14% | ? | 4% | -19 | 0% | 5% | -17%
COc1ccc(CNC(=O)C2CCN(S(=O)(=O)c3c(C)noc3/C=C/c3cccs3)CC2)cc1 | nt | nt | nt | -8 | 0% | 1% | nt
Cc1cc(C(=O)N(C)CC(=O)Nc2cccc(F)c2)no1 | -17% | 26% | nt | -15 | 8% | -5% | -5%

9 successive compounds out of the list so far:
SMILES | AMA1-RON2 inh | HCV inhibitor | LmPK inhibitor | HCMV antiviral | Tb PYK inh | AmpC detergent | AmpC inh no detg
Cc1nc2nc(SCC(=O)NC(C)c3ccccc3)nn2c(C)c1Cc1c(F)cccc1Cl (stereo unspecified) | nt | nt | nt | -17 | -6% | ? | nt
O=C(Nc1ncc(Cc2ccccc2Cl)s1)c1ccc(-c2cccc([N+](=O)[O-])c2)o1 | 82%[activator] | 22µM* | 0% | -63* | -5% | -1% | -30%
CCOC(=O)C1(C(F)(F)F)N=C(C(F)(F)F)Nc2cc(C)c(C)cc21 (stereo unspecified) | -11% | 3% | 3% | -38 | -5% | -13% | -4%
O=C(CN1CCCCC1)N1CCN(c2ccccc2)CC1 | 24% | 23% | 2% | 17 | 1% | 3% | -7%
C/C(N)=C(/C#N)C(=O)CSc1nnc(NC(C)C)s1 | ? | 18% | -3% | 123 | -14% | -12% | -23%
O=c1c2ccccc2ncn1-c1ccccc1C(F)(F)F | -2% | 6% | -2% | ? | 8% | 5% | -3%
Fc1ccc2c(c1)C(c1cccnc1)=NNC(c1cccs1)=N2 | -9% | -2% | 4% | ? | -7% | ? | -40%
Cc1cccc(CCNC(=O)C2CCC(=O)N(Cc3ccccc3F)C2)n1 (stereo unspecified) | 11% | 17% | nt | 110 | 0% | nt | nt
Cn1c(CNC(=O)CNC(=O)Cc2ccccc2)cc(=O)n(C)c1=O | -7% | 18% | 7% | 3 | 2% | ? | -11%

(listing goes on)
SMILES | AMA1-RON2 inh | HCV inhibitor | LmPK inhibitor | HCMV antiviral | Tb PYK inh | AmpC detergent | AmpC inh no detg
O=C(CN1CCCc2ccccc21)NC(=O)NCc1ccccc1 | -2% | 4% | 6% | 1 | 0% | 6% | -27%
Cn1c2ccc(F)cc2c2nnc(SCC(=O)Nc3cccc(O)c3)nc21 | -10% | -4% | 1% | 38 | -1% | -15% | -39%
CC(C)CCn1c(=O)c2sccc2n2c(CCCC(=O)N3CCN(c4ccccn4)CC3)nnc12 | -1% | -23% | 1% | -9 | -1% | 1% | 86%[activator]
Cc1cc(C(=O)Cn2cc(C(F)(F)F)ccc2=O)c(C)n1-c1ccccc1 | 1% | 8% | 1% | -35 | -4% | -4% | 10%
Cc1ccc(S(=O)(=O)NC(=O)Nn2c(C)nnc2C)cc1 | -26% | 18% | 2% | -13 | 2% | -7% | -6%
CCOc1ccccc1-c1nc2c(C(C)(C)C)nn(C)c2c(=O)[nH]1 | nt | nt | -1% | nt | nt | -5% | -1%
CSc1ccccc1OCc1cc(C(=O)NC(C)c2cnn(C)c2)no1 (stereo unspecified) | -15% | -6% | -8% | 71 | 6% | -2% | -36%
CC(=O)c1cccc(NC(=O)CSc2ccc(-c3sc(C)nc3C)nn2)c1 | -9% | ? | -5% | -31 | -9% | 3% | -1%
COc1cc2c(cc1OC)C(c1cc3ccccc3oc1=O)=NC(C)(C)C2 | 0% | ? | -1% | -98* | 10% | ? | -12%
CCOc1cccc(CN2CCC(N3CCC(C(=O)NCC4CCCO4)CC3)CC2)c1 (stereo unspecified) | -5% | -22% | 0% | 10 | 3% | -3% | 35%
Clc1ccc(C=Cc2ccccn2)cc1 | 25% | 3% | nt | -20 | -9% | nt | nt
O=C(OCC#CCSc1nnc(-c2cccc3ccccc23)o1)c1ccco1 | 1% | -16% | -1% | 11 | 2% | ? | ?
COc1ccccc1CNC(=O)C1CCN(S(=O)(=O)c2cn(C)cn2)CC1 | nt | nt | nt | 35 | 3% | -12% | nt
COc1cccc(C2CC(C(F)(F)F)n3nc(C(=O)NCc4cccnc4)cc3N2)c1 (stereo unspecified) | 15% | -11% | 11% | -19 | 4% | -10% | 61%[activator]
CCC1Oc2ccccc2N(CC(=O)NCc2cccs2)C1=O (stereo unspecified) | 4% | 9% | 2% | -14 | -4% | 1% | -15%
CCc1nnc(NC(=O)Cc2cc(OC)c(OC)c(OC)c2)s1 | 11% | 1% | 5% | 141 | -13% | -3% | -1%[11.4 µM]
CC[N+]1(CC)CC2CCC(C)(C1)C2(C)C (stereo unspecified) | 12% | 12% | -9% | 19 | -11% | ? | -19%
COc1ccccc1NC(=O)Cc1noc(CSc2cccc[n+]2[O-])n1 | 0% | -4% | 5% | 23 | 1% | ? | -12%
COc1cccc(NC(=O)Cn2c3ccccc3c3nc4n(c(=O)c32)CCS4)c1 | -11% | ? | 0% | 29 | -4% | -7% | 71%[activator]
COc1ccc(OC)c(NC(=O)C2=C(C)Nc3ncnn3C2c2cccs2)c1 (stereo unspecified) | -3% | 1% | 0% | -23 | 2% | ? | -9%
O=C(CCS(=O)(=O)c1cccs1)Nc1ccc(C(=O)Nc2cccc(Cl)c2)cc1 | nt | nt | nt | 23 | -3% | 9% | nt
CCN1CCN(c2csc3ccc(F)cc3c2=O)CC1 | nt | nt | nt | 17 | 2% | 16% | nt
O=C(c1cccs1)N1C[C@@H](O)[C@H](n2cc(-c3ccc(F)cc3)nn2)C[C@@H]1c1ccccc1 | -1% | nt | nt | ? | 2% | nt | nt
O=C(NCc1cccnc1)OC1CC2CC1[C@H]1CCCCN1C2=O (stereo partly specified) | 32%[activator] | nt | nt | 3 | 3% | nt | nt
COc1ccc(-c2csc(C(C)(NC(C)=O)c3ccc(OC)cc3)n2)cc1 (stereo unspecified) | -14% | nt | nt | -3 | 1% | nt | nt
Cc1nonc1CN(C)C(=O)CC1C(=O)NCCN1Cc1c(F)cccc1Cl (stereo unspecified) | -6% | 3% | 2% | -10 | -9% | -2% | -12%
O=C(CCc1c[nH]c2ccccc12)NCc1cccc(Cl)c1 | -9% | -24% | 2% | 19 | -7% | -3% | -21%
O=c1c([N+](=O)[O-])cccn1Cc1cccc(Cl)c1 | 8% | -1% | 10% | -16 | -9% | 3% | -30%
Cc1ccc(Nc2c(-c3ccc(O)cc3)nc3cccc(C)n23)cc1 | nt | nt | nt | 59 | 0% | -13% | nt
Oc1ccccc1/C=N/NC(=S)NCCc1ccccc1 | 62%[activator] | 11µM* | 12% | -70* | -2% | -10% | -42%
CC(C)(C)OC(=O)N1CCC(c2c(C(=O)NCCCN3CCc4ccccc4C3)cnn2-c2ccccc2)CC1 | nt | nt | nt | 0 | 1%[15.4 µM] | 18% | nt
CCOc1ccc(Nc2nc(N)nc(CN3CCN(c4ccccc4F)CC3)n2)cc1 | ? | -20% | 3% | ? | 0% | -12% | 67%[activator]
C/C(=C\C(=O)c1ccccc1)Nc1ccc(Br)c(Cl)c1 | -11% | -8% | 0% | -35 | 8% | 0% | -13%
Cc1cc2c(n1-c1ccc(C(=O)O)cc1)CCCCC2 | nt | nt | 7% | nt | nt | -4% | -18%

High-throughput results from PubChem.
